Salmonella PhoP GFP: PhoP regulon inhibitors, Salmonella typhi PhoP promoter GFP reporter, confirmatory (AID 1850); Salmonella Typhi PhoP-promoter GFP reporter, fluorescence, 4 h; higher % means a stronger effect; one-dose inhibition, % at 50 µM; IC50 in µM for titrated hits; 0.33% of 310,000 active; in the data active = a potency from the dose series; inconclusive = inhibition mostly from about 25% at the one dose, without a potency; inactive = the rest, 99 in 100 with inhibition below about 19%;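 note: 0% = induced wells with vehicle and 100% = uninduced wells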
influenza NS1A: H1N1 influenza NS1A inhibitors, functional cell based assay (AID 504329); inhibition, % at 12.5 µM, or IC50 in µM where a hit was titrated; NS1A functional cell-based assay, percent inhibition; higher % means a stronger effect; 0.3% of 340,000 active; in the data active = a potency from the dose series; inconclusive = inhibition above about 27% without an active follow-up result; note: strong numbers were not always called active
inhibitors of VEEV: inhibitors of VEEV TC-83 cytopathic effect, confirmation, Vero cells (AID 588727). Vero cells, VEEV TC-83 cytopathic effect inhibition; higher % means a stronger effect. inhibition, % at 20 µM; hits with a dose series show IC50 in µM. 0.13% of 350,000 active; in the data active = a potency from the dose series; inconclusive = inhibition mostly from about 14% at the one dose, without a potency; inactive = the rest, 99 in 100 with inhibition below about 12%; note: strong numbers were not always called active
M. tuberculosis HTS: M. tuberculosis growth inhibition, HTS (AID 449762) | M. tuberculosis H37Rv growth inhibition, 7H9 media; higher % means a stronger effect | one-dose inhibition, % at 25 µM; IC50 in µM for titrated hits | 0.59% of 330,000 active; in the data active = a potency from the dose series; inconclusive = inhibition above about 70% without an active follow-up result;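 note: bacterial growth assessed after seven days of incubation; strong numbers were not always called active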
tuberculosis growth: growth inhibition of non-replicating M. tuberculosis (AID 488890). Mycobacterium tuberculosis non-replicating, growth inhibition; higher % means a stronger effect. 0.39% of 320,000 active. inhibition, % at 25 µM; hits with a dose series show IC50 in µM; in the data active = a potency from the dose series; inconclusive = inhibition mostly from about 82% at the one dose, without a potency; inactive = the rest, 99 in 100 with inhibition below about 76%;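 note: plate controls were DMSO cells for no effect and high antibiotic wells for full effect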
Starred values were filed as active, the others as inactive; i = inactive; ? = inconclusive; . = no result given. Compounds as they come; any-hit rate near 1.6%.

SMILES | Salmonella PhoP GFP | influenza NS1A | inhibitors of VEEV | M. tuberculosis HTS | tuberculosis growth
Cc1c(C(=O)N2CCC(C)CC2)oc2ccc(S(=O)(=O)N3CCC4(CC3)OCCO4)cc12 | -6% | -2% | 2.6% | 4% | 8%
COc1cccc2c1O/C(=N\O)C(C(=O)Nc1ccc(C)cc1)C2 (stereo not drawn) | -2% | -5% | i | -15% | -4%
CC1CCCN(C(=O)c2ccc3ncsc3c2)C1 (stereo not drawn) | . | 10% | 2.2% | . | .
Cc1c(C#N)c2ccccc2n1CCOc1ccccc1F | -6% | -8% | i | -5% | 18%
CCOc1cc2c(cc1/C=C/c1noc(C)c1[N+](=O)[O-])OC(C)C2 (stereo not drawn) | -95% | 4% | 0.5% | 2% | 4%
CCOC(=O)N1CCN(C(=O)CCCn2nnnc2CN2CCC(C)CC2)CC1 | -1% | 5% | 0.2% | -4% | -6%
CCn1c(-c2c[nH]c3ccccc23)n[nH]c1=S | -2% | 5% | i | 3% | 3%
O=C(O)Cc1ccc(S(=O)(=O)N2CCCC2)s1 | . | 1% | 1.1% | 6% | 5%
CCN1CCN(C(=O)c2cccc(OC3CCN(S(C)(=O)=O)CC3)c2)[C@@H](C)C1=O | -9% | -8% | 1.8% | -22% | -3%
COc1ccccc1C1C(C(=O)NCc2ccccc2)=C(C)Nc2ncnn21 (stereo not drawn) | 7% | -1% | 0.1% | -5% | 6%
CCN1/C(=C/C=C2/SC(=Nc3cccc4ncccc34)N(C)C2=O)Sc2ccccc21 | . | 7% | 1.8% | . | .
O=C(N/N=C/c1cccc(OC(=O)c2ccc3c(c2)OCO3)c1)c1cncc(Br)c1 | -3% | 18% | 0.5% | ? | -7%
Cc1ccc(N2C(=O)CC(SCC(=O)Nc3ccc(S(N)(=O)=O)cc3)C2=O)cc1 (stereo not drawn) | -8% | 9% | 0.7% | 4% | 49%
O=C(Nc1ccc2c(c1)OCO2)c1noc2c1CCCC2 | 7% | 5% | 3.0% | -3% | 5%
CN(C(=O)CC1C(=O)NCCN1Cc1ccc2ccccc2c1)C1CCOCC1 (stereo not drawn) | -4% | 1% | 0.4% | 0% | -2%
Cc1ccc(S(=O)(=O)Nc2cccc3cccnc23)c([N+](=O)[O-])c1 | -2% | 4% | 18µM* | 23% | ?
Cc1ccc(SCC(=O)Nc2ccc(-c3nc4ccccc4[nH]3)cc2)cc1 | -6% | -1% | 0.8% | 11% | 4%
Cc1cc(S(=O)(=O)N2CCCC2)ccc1OCC(=O)NCc1ccccc1 | -2% | -12% | 8.6% | 15% | 5%
O=C1NC(=S)S/C1=C\c1ccc(SCc2ccco2)o1 | -5% | 10% | i | -1% | 93%
O=C(/C=C/c1ccccc1)NC(NC(=S)Nc1cccc(Cl)c1)C(Cl)(Cl)Cl (stereo not drawn) | -10% | 8% | 11% | 1% | 13%
CC(C)CN1C(=S)SC(C)(C)C1n1oc(=O)n(-c2ccccc2)c1=O (stereo not drawn) | -12% | -6% | 1.9% | 1% | 7%
COc1cc(C(=O)NCCC(=O)NC2CCCc3ccccc32)cc(OC)c1OC (stereo not drawn) | -6% | 1% | i | 4% | 4%
Cc1ccc(C(=O)Nc2nnc(C3CCCCC3)s2)o1 | -12% | 7% | 3.6% | 2% | 9%
Cc1cccc2cc(CN(CCN(C)C)C(=S)Nc3ccccc3)c(=O)[nH]c12 | -3% | 1% | i | 2% | 17%
CC1CCCCN1C(=S)NC(=O)c1ccco1 (stereo not drawn) | . | -14% | 1.3% | 10% | 38%
CCNc1ccc(Br)cc(C(=O)/C=C/c2ccc3c(c2)OCO3)c1=O | -3% | 11% | 13% | 1% | 23%
CCOC(=O)c1[nH]c2ccc(OC)cc2c1NC(=S)N1CCN(c2cccc(C)c2C)CC1 | -7% | 3% | 1.5% | -3% | 22%
O=C(CSc1nc2ccccc2n1S(=O)(=O)c1cccc([N+](=O)[O-])c1)NCc1cccs1 | -11% | -8% | i | 0% | 31%
O=C(Nc1cc(C(F)(F)F)cc(C(F)(F)F)c1)c1ccc(Cn2cc(C(F)(F)F)ccc2=O)cc1 | -2% | 1% | 3.6% | -6% | -5%
COc1ccc(/C=N/NC(=O)CNS(=O)(=O)c2ccccc2)cc1 | . | -7% | i | 0% | 3%
CC(=O)/C(=C/Nc1ccc(Oc2ccccc2)cc1)c1ccccc1 | 3% | -2% | 8.8% | ? | 7%
CCC(=O)N1CCc2cc(S(=O)(=O)NCCC(=O)N3CCN(c4ccccn4)CC3)ccc21 | 11% | 4% | 1.5% | -2% | 0%
CC(C)(C)NC(=O)C(c1ccccn1)N(C(=O)c1ccc2c(c1)OCCO2)C1CCCC1 (stereo not drawn) | 4% | 1% | i | 14% | 29%
N=C1C(=O)NC(=O)C1c1ccccc1 (stereo not drawn) | . | -20% | 1.3% | . | .
O=C1/C(=C/c2ccccc2)SC(=S)N1CCCC(=O)N1CCCCC1CCO (stereo not drawn) | 5% | 17% | ? | 2% | 28%
COc1ccccc1NC(=O)CSc1n[nH]c(-c2ccco2)n1 | . | -13% | 3.0% | . | .
Cc1cc(C(=O)CSc2nn3c(=O)c(C(C)(C)C)nnc3s2)c(C)n1C | -13% | 3% | i | 9% | 2%
C/C(=N\O)C(C)(C)Nc1ccc(Br)cc1 | -1% | 0% | 1.4% | -6% | -15%
COc1ccc(NC(=O)COC(=O)C23CC4CC(CC(O)(C4)C2)C3)cc1Cl | . | -6% | i | -6% | 7%
O=C(N[C@@H](Cc1ccc(O)cc1)C(=O)O)c1cccnc1 | -2% | -4% | 0.7% | 3% | -18%
COC(=O)/C(=N/Nc1ccccc1C)N1CCCc2ccccc21 | -1% | 16% | i | 3% | -4%
Cc1ccc2cc3c(=O)n(C)cc(C=O)c3nc2c1 | . | 3% | 1.4% | . | .
COc1ccc(S(=O)(=O)N2CCC(N3CCCCC3)CC2)cc1 | 2% | 5% | 0.2% | 0% | -6%
O=C(C1CC1)N1CCC(c2nc(-c3ccc(S(=O)(=O)NCC4CCCO4)cc3)no2)CC1 (stereo not drawn) | -10% | -1% | i | -7% | 16%
O=C(CCN1C(=O)/C(=C\c2cccs2)SC1=S)Nc1ccccn1 | -2% | -10% | 4.5% | ? | 4%
CSCCC(=O)Nc1ccc(C(C)=O)cc1 | -8% | 1% | i | -14% | -2%
[N-]=C=C1C(=O)NC(=O)C([n+]2ccc(-c3ccncc3)cc2)C1c1ccccc1C(F)(F)F (stereo not drawn) | 0% | 1% | 0.5% | 9% | 20%
CC12CCC3C(=CCc4cc(O)ccc43)C1CC(=NO)C2O (stereo not drawn) | . | -7% | 3.4% | . | .
CC(=O)Nc1ccc(N2C(=O)CSC2c2ccccc2[N+](=O)[O-])cc1 (stereo not drawn) | -2% | -6% | 1.1% | 1% | 37%
Cc1ccc(S(=O)(=O)/N=C2/C=C(Sc3ncn[nH]3)C(=O)c3ccccc32)c(C)c1 | ? | . | . | -1% | ?
COc1cccc(C(=O)NN/C(C)=C/C(=O)C(F)(F)C(F)(F)C(F)(F)F)c1 | -4% | -4% | 3.2% | -8% | ?
COC(=O)c1cccc(C23CC4(C2)[C@H](CN(Cc2ccc(-c5ccccc5)cc2)[C@@H]4c2ccccc2)C3c2ccc(C(F)(F)F)cc2)c1 (stereo partly drawn) | -5% | . | . | 2% | 21%
Cc1ccc(C(=O)COc2cc(O)c3c(=O)cc(-c4ccccc4)oc3c2)cc1 | 3% | 1% | i | 16% | -13%
CC(C)C(C)NC(=O)COc1nc2ccccc2nc1N(C)C1CCCCC1 (stereo not drawn) | 12% | -4% | 1.1% | -5% | -8%
CCOc1ccc(Cl)cc1CNc1nnnn1CC | -3% | -3% | i | 2% | -31%
CCCC[C@@H]1CN=C(N)N1CCCC | 18% | 5% | 0.1% | -1% | 7%
O=C(COc1ccc([N+](=O)[O-])cc1)NNC(=O)Nc1ccc([N+](=O)[O-])cc1 | -7% | 6% | i | 63% | 7%
CC1CCN(CC(=O)NCc2ccccc2)CC1 | -7% | -8% | 1.9% | -3% | -6%
COC(=O)c1ccccc1NC(=S)NC(NC(=O)COc1ccccc1)C(Cl)(Cl)Cl (stereo not drawn) | -8% | -3% | 7.2% | 6% | 40%
COCc1cc(CN2CCCC2)c(O)c2ncccc12 | -4% | 2.3µM* | 13% | -2% | 18%

Reformatted with tabs: 10 of the compounds above
SMILES	Salmonella PhoP GFP	influenza NS1A	inhibitors of VEEV	M. tuberculosis HTS	tuberculosis growth
COc1cccc(C(=O)NN/C(C)=C/C(=O)C(F)(F)C(F)(F)C(F)(F)F)c1	-4%	-4%	3.2%	-8%	?
COC(=O)c1cccc(C23CC4(C2)[C@H](CN(Cc2ccc(-c5ccccc5)cc2)[C@@H]4c2ccccc2)C3c2ccc(C(F)(F)F)cc2)c1 (stereo partly drawn)	-5%	.	.	2%	21%
Cc1ccc(C(=O)COc2cc(O)c3c(=O)cc(-c4ccccc4)oc3c2)cc1	3%	1%	i	16%	-13%
CC(C)C(C)NC(=O)COc1nc2ccccc2nc1N(C)C1CCCCC1 (stereo not drawn)	12%	-4%	1.1%	-5%	-8%
CCOc1ccc(Cl)cc1CNc1nnnn1CC	-3%	-3%	i	2%	-31%
CCCC[C@@H]1CN=C(N)N1CCCC	18%	5%	0.1%	-1%	7%
O=C(COc1ccc([N+](=O)[O-])cc1)NNC(=O)Nc1ccc([N+](=O)[O-])cc1	-7%	6%	i	63%	7%
CC1CCN(CC(=O)NCc2ccccc2)CC1	-7%	-8%	1.9%	-3%	-6%
COC(=O)c1ccccc1NC(=S)NC(NC(=O)COc1ccccc1)C(Cl)(Cl)Cl (stereo not drawn)	-8%	-3%	7.2%	6%	40%
COCc1cc(CN2CCCC2)c(O)c2ncccc12	-4%	2.3µM*	13%	-2%	18%

(cont.)
SMILES | Salmonella PhoP GFP | influenza NS1A | inhibitors of VEEV | M. tuberculosis HTS | tuberculosis growth
Cc1cc(OCC(=O)NC2CC(C)(C)NC(C)(C)C2)c(C)cc1Br | -9% | -2% | 5.3% | -10% | 1%
CCOC(=O)C1CCN(C(=O)c2ccc(C)o2)CC1 | . | -3% | 0.2% | 5% | 2%
CCCCCNC(=O)c1ccc2c(=O)[nH]c3c(C(=O)NCC4CCCO4)sc(=S)n3c2c1 (stereo not drawn) | 2% | 0% | 8.3% | ? | 48%
O=C(CSc1ccc2ccccc2n1)c1ccc2c(c1)OCO2 | -6% | -8% | 0.4% | -10% | 52%
COc1cc2c(=O)n(CCC(=O)NCC3CCCO3)c(=O)n(CC(=O)Nc3ccc(C)cc3)c2cc1OC (stereo not drawn) | 6% | 4% | i | 1% | 4%
O=C(COC(=O)/C=C/c1cccs1)Nc1nc(-c2ccccc2)cs1 | 2% | 12% | 13% | ? | ?
CC(/C=N/Nc1nc2ccccc2[nH]1)=C\c1ccccc1 | 114% | -17% | 1.4% | 48% | ?
COc1ccc(CCNS(=O)(=O)c2cccc([N+](=O)[O-])c2)cc1OC | 0% | -2% | 0.3% | 2% | -12%
Oc1cccc2ccc(/C=C/c3c(F)cccc3Cl)nc12 | 3% | -4% | 4.6% | ? | ?
CC(C)C(=O)Nc1cccc(C(=O)N2CCCCC2C)c1 (stereo not drawn) | -3% | -2% | 0.2% | -6% | 2%
O=C(CCCN1C(=O)c2cccc3cccc(c23)C1=O)N1CCN(c2ncccn2)CC1 | 3% | -5% | 0.7% | 6% | -24%
Nn1c(SCC(=O)N2CCCc3ccccc32)nnc1-c1ccc(Cl)cc1 | -9% | 14% | 0.6% | -17% | -13%
C=CCNS(=O)(=O)c1cccc(C(C)=O)c1 | -5% | 8% | 0.5% | -8% | 0%
O=C(O[C@@H]1[C@H](Cc2ccccc2)NS(=O)(=O)[C@H]2C[C@@H]3C=C[C@]12O3)c1ccccc1Br | . | -2% | 0.9% | -5% | 22%
Cc1ccc(NC(=O)CN(C)Cc2cccs2)cc1Cl | -2% | -2% | 2.7% | 47% | ?
N=c1c(S(=O)(=O)c2ccc(Cl)cc2)cc2c(=O)n3ccccc3nc2n1C1CCCC1 | -17% | -1% | i | -2% | -6%
C=CCn1c(SCC(=O)N2CCN(c3ccc(F)cc3)CC2)nnc1-c1cccs1 | 20% | 4% | 0.3% | -9% | 8%
CC(=O)Nc1ccc(N(CC(=O)NC2CCCCC2)C(=O)Cn2nnc(-c3ccccc3)n2)cc1 | -4% | -8% | 3.4% | 4% | -14%
CCCCOC(=O)Oc1ccc2c(=O)c(Oc3cccc(C)c3)coc2c1 | -11% | -4% | 1.2% | 8% | 77%
CCSc1nc2sccc2c(=O)n1-c1ccccc1 | 7% | 5% | 1.6% | 6% | 12%

Limited to tuberculosis growth, for some of the entries so far:
structure,tuberculosis growth
CC(/C=N/Nc1nc2ccccc2[nH]1)=C\c1ccccc1,?
COc1ccc(CCNS(=O)(=O)c2cccc([N+](=O)[O-])c2)cc1OC,-12%

Bioassay records from PubChem BioAssay.
